Assay outcomes as filed in PubChem BioAssay.
PAFAH2 FP inh – PAFAH2 (human) inhibition; Q99487; recombinant PAFAH2, FP-rhodamine activity probe, fluorescence polarization; inhibition, % at 3.39 µM; hit rate 0.99% among 340,000; AID 492956;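 active means inhibition above the mean over all tested compounds plus 3 SD, cut at about 30% in these data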;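 further: inhibitors block probe labeling of enzyme so polarization drops; 0% = enzyme with DMSO and 100% = wells lacking PAFAH2 protein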
PAFAH1B3 inh – blocks human PAF acetylhydrolase 1B catalytic subunit 3; Q15102; recombinant PAFAH1B3, FP-rhodamine probe, fluorescence polarization; inhibition, % at 3.39 µM; hit rate 0.28% among 340,000;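 active means inhibition above the screen-wide average of all tested compounds plus 3 SD, cut at about 25% in these data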;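 further: 0% = enzyme with DMSO only and 100% = wells lacking PAFAH1B3 protein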
Target sequence (Q15102 whole entry, looked up): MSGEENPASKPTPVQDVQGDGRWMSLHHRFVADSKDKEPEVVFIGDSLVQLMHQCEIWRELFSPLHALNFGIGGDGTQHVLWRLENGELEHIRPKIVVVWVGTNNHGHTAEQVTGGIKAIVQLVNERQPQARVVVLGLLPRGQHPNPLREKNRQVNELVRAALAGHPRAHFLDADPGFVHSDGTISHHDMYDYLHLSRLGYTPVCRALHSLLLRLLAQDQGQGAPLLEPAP
LYPLA2 inh – blocks human lysophospholipase 2, a PME1 counter-screen. recombinant LYPLA2, FP-Rh probe fluorescence polarization. O95372. hit rate 0.38% among 320,000. AID 2177. inhibition, % at 5.9 µM;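 active means inhibition above the screen-wide mean plus 3 SD, limit set per campaign, cut at about 26% in these data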;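 further: 0% = LYPLA2 with DMSO and 100% = wells lacking LYPLA2 enzyme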
pPAFAH inh – pPAFAH (human) enzyme inhibition; recombinant pPAFAH, FP-rhodamine probe fluorescence polarization; hit rate 1.5% among 330,000; inhibition, % at 3.39 µM;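 active means inhibition above the mean inhibition across the screen plus 3 SD, cut at about 25% in these data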;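 further: inhibitors block binding of the rhodamine activity-based probe so polarization drops; 0% = enzyme with DMSO and 100% = wells lacking pPAFAH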
PAD4 inh – blocks human protein arginine deiminase 4; Q9UM07; recombinant PAD4, RCA probe fluorescence polarization; inhibition, % at 6.36 µM; hit rate 0.41% among 330,000; AID 485272;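 active means percent inhibition above a cutoff equal to the mean of all tested compounds plus 3 SD, cut at about 15% in these data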;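 further: 0% = PAD4 with RCA probe and DMSO and 100% = probe without PAD4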
PAFAH1B2 FP inh – blocks human PAF acetylhydrolase 1b catalytic subunit 2; P68402; recombinant PAFAH1B2, FP-rhodamine activity probe, fluorescence polarization; inhibition, % at 3.39 µM; hit rate 1.2% among 340,000; AID 492953;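 active means inhibition above the mean of all tested compounds plus 3 SD, cut at about 24% in these data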;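 further: 0% = enzyme with DMSO and 100% = wells lacking PAFAH1B2; many of its hits are not listed in these tables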
Target sequence (P68402 whole entry, looked up): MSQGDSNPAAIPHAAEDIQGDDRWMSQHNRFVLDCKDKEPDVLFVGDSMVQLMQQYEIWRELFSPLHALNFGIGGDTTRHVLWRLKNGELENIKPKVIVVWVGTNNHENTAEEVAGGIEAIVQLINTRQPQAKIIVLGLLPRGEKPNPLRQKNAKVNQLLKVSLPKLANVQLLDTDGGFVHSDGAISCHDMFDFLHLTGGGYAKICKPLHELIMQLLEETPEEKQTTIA
GSTO1 inh – blocks human GSTO1 in RBBP9 counter-screen; P78417; recombinant GSTO1, activity-based probe fluorescence polarization; inhibition, % at 5.96 µM; hit rate 1.1% among 300,000;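 active means inhibition above the campaign mean inhibition plus 3 SD, cut at about 35% in these data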;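 further: 0% = GSTO1-1 with DMSO and 100% = wells lacking GSTO1-1 enzyme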
Target sequence (P78417 whole entry, looked up): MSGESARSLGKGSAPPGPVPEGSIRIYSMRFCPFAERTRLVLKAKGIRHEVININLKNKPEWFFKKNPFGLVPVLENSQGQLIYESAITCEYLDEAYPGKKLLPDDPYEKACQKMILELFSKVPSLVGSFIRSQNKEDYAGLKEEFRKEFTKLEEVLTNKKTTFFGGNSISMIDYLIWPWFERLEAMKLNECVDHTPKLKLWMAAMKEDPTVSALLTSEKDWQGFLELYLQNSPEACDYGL
PREPL inh – inhibits the human prolyl oligopeptidase-like enzyme; recombinant PREPL, fluorescence polarization activity-based probe; inhibition, % at 5.96 µM; hit rate 0.68% among 320,000; in the data active means inhibition above about 43%;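 further: 0% = enzyme with DMSO and 100% = wells lacking enzyme; many of its hits are not listed in these tables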
LYPLA1 counter – counter-screen for PME1 inhibitors: inhibitors of human LYPLA1; O75608; recombinant LYPLA1, FP-Rh probe fluorescence polarization; inhibition, % at 5.9 µM; hit rate 0.16% among 320,000;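 active means inhibition above the mean of all tested compounds plus 3 SD, set per campaign, cut at about 14% in these data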;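 further: inhibitors block serine hydrolase probe labeling of LYPLA1 so polarization falls; 0% = enzyme with DMSO and 100% = wells lacking LYPLA1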
Target sequence (O75608 whole entry, looked up): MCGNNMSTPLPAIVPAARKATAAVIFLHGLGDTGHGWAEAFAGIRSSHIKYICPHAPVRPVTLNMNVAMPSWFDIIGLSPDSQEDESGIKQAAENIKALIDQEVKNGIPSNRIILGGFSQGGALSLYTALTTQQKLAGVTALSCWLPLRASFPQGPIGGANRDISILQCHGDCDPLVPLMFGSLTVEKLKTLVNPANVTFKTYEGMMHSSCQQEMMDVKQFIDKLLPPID
* = called active by the depositor; x = no result given. These rows are one share of the data; count on the stated rates, not on these rows.

SMILES	PAFAH2 FP inh	PAFAH1B3 inh	LYPLA2 inh	pPAFAH inh	PAD4 inh	PAFAH1B2 FP inh	GSTO1 inh	PREPL inh	LYPLA1 counter
COc1ccccc1/C=C1\SC(=S)N(CCC(=O)NNC(=O)c2ccccc2OC)C1=O	14	6	-1	8	-9	6	1	4	-2
CCn1c(=O)cc(OCC(=O)NC(C)c2ccc3c(c2)OCCO3)c2ccccc21 (configuration not stated)	8	10	0	3	-4	5	-3	-10	-4
S=C1NCN(CCc2ccccc2)CN1	x	x	4	2	-1	x	1	6	0
O=C(CN1CCCN(Cc2ccc(F)cc2Cl)C1=O)NC1CCCCCC1	1	5	3	2	-1	4	11	13	0
COc1cccc(-c2nnc(SC(C(=O)c3c[nH]c4ccccc34)c3ccccc3)n2C)c1 (configuration not stated)	-2	7	-20	-7	3	-3	4	-8	-10
O=C(Cn1cc([N+](=O)[O-])ccc1=O)NCC1COc2ccccc2O1 (configuration not stated)	-6	1	3	4	3	-4	x	22	-1
COc1ccc(C2NC(=S)NC3=C2CCCC3=C2SCCS2)cc1 (configuration not stated)	-15	-10	-25	-3	-4	-6	-29	-4	-12
CCOc1cccc(/C=C(\C#N)C(=O)NC2CC2)c1	4	4	3	-7	2	1	-1	-7	4
O=C(CC1C=Cc2ccccc2N1C(=O)c1ccccc1)c1ccccc1 (configuration not stated)	0	11	9	3	-1	4	0	-12	1
NC(=O)c1ccc(NS(=O)(=O)c2ccccc2F)cc1	0	1	-9	0	-3	9	1	-2	-3
Cc1cc(OC(=O)c2ccccc2)n(CCC#N)n1	0	5	-2	5	40*	3	29	5	2
CC(C)C(=O)NC(=S)Nc1ccc(S(=O)(=O)Nc2nccs2)cc1	1	7	5	0	-3	6	-4	-6	2
COc1ccc(-c2csc(Nc3ccc(S(=O)(=O)Nc4cc(C)on4)cc3)n2)cc1C	37*	10	2	40*	-6	14	16	12	0
Cc1cc(C)cc(C(=O)OCC(=O)Nc2cccc(S(=O)(=O)NC3=NCCCCC3)c2)c1	12	-5	0	7	-1	2	11	7	-3
COC(=O)C1=C(C)N(c2ccc(OC)cc2)C(C)=C(C(=O)OC)C1c1ccc(OC)cc1	x	x	0	6	-3	x	-5	6	0
CNS(=O)(=O)c1cccc(C(=O)OCC(=O)Nc2cc(F)ccc2F)c1	45*	4	-4	7	-1	7	0	-8	3
CC(C)(C)c1nc2cc(Cl)c([N+](=O)[O-])cc2o1	-3	14	-3	3	0	2	3	-6	-1
CCOC(=O)c1cnc2ccc(C)cc2c1N(C)Cc1ccccc1	-6	-4	-7	25*	1	4	0	13	-8
Cc1nnc(NC(=O)c2csc3c2CCC(C)C3)s1 (configuration not stated)	-2	10	8	2	0	8	14	4	3
C#CCOCCOCCOCCNc1nc(N2CCN(C(=O)[C@H](CCCCN)n3cc(C(N)CC(C)C)nn3)CC2)nc(N2CCN(C(=O)[C@H](CCC(=O)O)n3cc(C(N)[C@H](C)CC)nn3)CC2)n1 (some centres not stated)	6	11	2	9	-3	-7	5	1	-1
CCC(=O)Nc1ccc(C(=O)CSc2nnc(CNc3ccc(Cl)cc3)o2)cc1OC	4	4	-6	0	1	0	12	-16	-1
O=C1CSC(c2ccc([N+](=O)[O-])cc2)N1c1ccc(O)cc1 (configuration not stated)	-5	6	7	0	1	22	6	2	0
CCN(CCNC(=O)c1cc(C)nn1-c1ccccc1)c1ccccc1	-4	0	4	5	2	5	4	-1	0
CCOc1ccc(S(=O)(=O)Nc2ccc(C(=O)N/N=C/c3c(C)nn(-c4ccccc4)c3N3CCCC3)cc2)cc1	-28	0	-16	4	1	7	-40	15	-13
CC(C)Cn1c(CCCNC(=O)c2ccc(F)cc2)nc2ccccc21	1	-1	0	2	3	3	5	-2	2

Rewritten as labelled records: entries from further up
COC(=O)C1=C(C)N(c2ccc(OC)cc2)C(C)=C(C(=O)OC)C1c1ccc(OC)cc1
  PAFAH2 FP inh = x; PAFAH1B3 inh = x; LYPLA2 inh = 0; pPAFAH inh = 6; PAD4 inh = -3; PAFAH1B2 FP inh = x; GSTO1 inh = -5; PREPL inh = 6; LYPLA1 counter = 0

CNS(=O)(=O)c1cccc(C(=O)OCC(=O)Nc2cc(F)ccc2F)c1
  PAFAH2 FP inh = 45*; PAFAH1B3 inh = 4; LYPLA2 inh = -4; pPAFAH inh = 7; PAD4 inh = -1; PAFAH1B2 FP inh = 7; GSTO1 inh = 0; PREPL inh = -8; LYPLA1 counter = 3

CC(C)(C)c1nc2cc(Cl)c([N+](=O)[O-])cc2o1
  PAFAH2 FP inh = -3; PAFAH1B3 inh = 14; LYPLA2 inh = -3; pPAFAH inh = 3; PAD4 inh = 0; PAFAH1B2 FP inh = 2; GSTO1 inh = 3; PREPL inh = -6; LYPLA1 counter = -1

Entries listed so far that contain a nitro group on carbon, in the order listed:
SMILES	PAFAH2 FP inh	PAFAH1B3 inh	LYPLA2 inh	pPAFAH inh	PAD4 inh	PAFAH1B2 FP inh	GSTO1 inh	PREPL inh	LYPLA1 counter
O=C(Cn1cc([N+](=O)[O-])ccc1=O)NCC1COc2ccccc2O1 (configuration not stated)	-6	1	3	4	3	-4	x	22	-1
CC(C)(C)c1nc2cc(Cl)c([N+](=O)[O-])cc2o1	-3	14	-3	3	0	2	3	-6	-1
O=C1CSC(c2ccc([N+](=O)[O-])cc2)N1c1ccc(O)cc1 (configuration not stated)	-5	6	7	0	1	22	6	2	0

Following part:
SMILES	PAFAH2 FP inh	PAFAH1B3 inh	LYPLA2 inh	pPAFAH inh	PAD4 inh	PAFAH1B2 FP inh	GSTO1 inh	PREPL inh	LYPLA1 counter
O=C(CCNC(=O)c1ccco1)NCc1ccc(F)cc1	11	4	x	1	-11	1	x	8	x
C[C@H](NC(=O)NCc1cccs1)C(=O)O	-5	3	-3	3	2	6	10	6	-2
O=C(N/C(=C/c1ccccc1)C(=O)N1CCCCC1)c1ccccc1	14	13	1	3	2	4	0	2	4
O=C(NCc1ccccc1)c1ccco1	6	2	-3	5	-3	1	-5	-5	1
C=CCn1c(=O)c2ccccc2n2c(SCC(=O)NC)nnc12	5	-2	-5	-4	1	3	-2	0	-1
O=c1[nH]c(CSc2ncc(C(F)(F)F)cc2Cl)nc2ccccc12	2	5	1	3	-3	-1	2	5	-2
COC(=O)C1=CN(Cc2ccccc2)C=C(C(=O)OC)C1c1ccc(O)c(OC)c1	-4	2	0	-1	-3	7	-2	13	3
Cc1noc(NS(=O)(=O)c2ccc(NC(=O)/C=C/c3ccccc3)cc2)c1C	0	5	x	6	-6	-3	x	10	x
CCCCOC(=O)C1=C(C)Nc2ncnn2C1c1ccc(OC)c(OC)c1OC (configuration not stated)	-4	4	-3	0	3	1	-1	17	1
c1csc(-c2nc(-c3ccncc3)no2)c1	0	4	2	0	3	0	9	-5	-1
O=c1cc(NCCCO)c2ccccc2o1	5	6	5	-2	0	1	0	9	-1
O=C(NCC(c1cccnc1)N1CCN(c2ccccc2)CC1)c1ccco1 (configuration not stated)	0	-3	5	6	0	-6	-5	15	-1
Cc1cc(C)n(-c2nc(NC(C)C)nc(NC(C)C)n2)n1	0	-1	1	-2	-2	3	-1	-9	0
CC(=O)NCc1ccc(-c2csc(NC(=O)CCc3nc4ccccc4c(=O)[nH]3)n2)s1	3	9	x	4	-3	-1	x	0	x
O=C(c1ccoc1)N1CCCC(N2CCN(c3ccc(F)cc3)CC2)C1 (configuration not stated)	4	4	2	-1	-3	2	0	1	4
Cc1ccc(NCc2nnc(SCC(=O)Nc3ncc(C)s3)n2Cc2ccco2)c(C)c1	4	-10	2	0	0	3	0	1	0
Cc1cc(C)n(CCN(C)Cc2nc(Cc3ccccc3F)no2)n1	3	2	-1	1	-1	5	-7	5	1
Cc1ccc(C(=O)COC(=O)CNC(=O)c2cccs2)cc1C	2	-2	4	2	-1	-1	5	16	-1
CCN(CC)S(=O)(=O)c1cccc(-n2c(O)c(C=Nc3ccccc3C(=O)O)c3ccccc3c2=O)c1	89*	0	5	10	-2	3	-5	12	5
Cc1cccc2cc(CN(CCN3CCOCC3)C(=O)NCc3ccccc3)c(=O)[nH]c12	-4	7	-2	-1	-5	0	6	4	-1
COC(=O)c1cccc(N2C(=O)c3cccnc3C2=O)c1	0	-5	6	2	2	6	-1	-6	4
Cc1noc(C)c1S(=O)(=O)Nc1ccc(C(=O)N2CCN(c3ccc(Cl)cc3)CC2)cc1	-3	11	20	5	2	1	-2	15	1
CCOC(=O)c1cc2sccc2n1CC(=O)OC(C)C	3	4	2	-1	3	-5	-3	7	-2
CC(NC(=O)COC(=O)CCNC(=O)c1ccco1)C12CC3CC(CC(C3)C1)C2 (configuration not stated)	4	14	11	1	0	16	1	9	2
CCNC(=O)COC(=O)c1[nH]c(C)c(C(=O)OC)c1C	-7	0	4	6	3	2	2	0	7
(continued)
SMILES	PAFAH2 FP inh	PAFAH1B3 inh	LYPLA2 inh	pPAFAH inh	PAD4 inh	PAFAH1B2 FP inh	GSTO1 inh	PREPL inh	LYPLA1 counter
C=CCN(CC=C)Cc1ccc(C(=O)OC)o1	-7	-2	-2	4	-2	2	-10	21	2
COc1ccc2[nH]c(=O)c(NC(N)=S)nc2c1	7	3	3	1	-3	4	8	9	-2
COc1ccc(C(=O)NC(=S)Nc2nnn(C)n2)cc1	1	6	3	-2	5	6	8	5	-4
COc1ccccc1C(=O)NCC(=O)Nc1ccccc1	2	6	1	-1	-7	3	0	8	0
N#C/C(=C\c1cn(CCOc2ccccc2)c2ccccc12)C(=O)NCC1CCCO1 (configuration not stated)	-17	6	-8	3	-1	2	-7	6	-10
O=C(C1CCCN(S(=O)(=O)c2ccc(Br)cc2)C1)N1CCN(Cc2ccccc2)CC1 (configuration not stated)	-2	8	5	-3	-7	7	-2	14	-4
Cc1ccc([C@H]2C(C(=O)O)=C[C@@H](C(C)(C)C)N2S(=O)(=O)c2ccc(C)cc2)cc1	5	1	x	2	-1	24*	x	5	x
Cn1cnnc1SCC(=O)Nc1ccc(OCc2ccccc2)cc1	7	8	3	4	2	2	26	10	-2
C=CCn1c(=O)/c(=C/c2cc(OC)c(OC)c(OC)c2)s/c1=C(/C#N)c1nc2ccccc2n1C	2	4	-3	2	5	2	4	12	-3
